Neddyl block: inhibitors of human cullin neddylation | 360,000 tested, 0.58% active | AID 651699 | TR-FRET cullin neddylation, biochemical | calls only at 25 µM | P61081+Q13564; in the data active means inhibition above about 36%
STEP inh: STEP (human) phosphatase inhibition | recombinant STEP, OMFP fluorogenic substrate, fluorescence | AID 588621 | 360,000 tested, 0.25% active | inhibition, % at 20 µM | P54829;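 active means inhibition at 20 µM, scaled per plate between control wells, above about 37%, limit read from the data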;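 further: 0% = DMSO with enzyme and substrate and 100% = substrate only without enzyme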
Target sequence (P54829 whole entry, looked up): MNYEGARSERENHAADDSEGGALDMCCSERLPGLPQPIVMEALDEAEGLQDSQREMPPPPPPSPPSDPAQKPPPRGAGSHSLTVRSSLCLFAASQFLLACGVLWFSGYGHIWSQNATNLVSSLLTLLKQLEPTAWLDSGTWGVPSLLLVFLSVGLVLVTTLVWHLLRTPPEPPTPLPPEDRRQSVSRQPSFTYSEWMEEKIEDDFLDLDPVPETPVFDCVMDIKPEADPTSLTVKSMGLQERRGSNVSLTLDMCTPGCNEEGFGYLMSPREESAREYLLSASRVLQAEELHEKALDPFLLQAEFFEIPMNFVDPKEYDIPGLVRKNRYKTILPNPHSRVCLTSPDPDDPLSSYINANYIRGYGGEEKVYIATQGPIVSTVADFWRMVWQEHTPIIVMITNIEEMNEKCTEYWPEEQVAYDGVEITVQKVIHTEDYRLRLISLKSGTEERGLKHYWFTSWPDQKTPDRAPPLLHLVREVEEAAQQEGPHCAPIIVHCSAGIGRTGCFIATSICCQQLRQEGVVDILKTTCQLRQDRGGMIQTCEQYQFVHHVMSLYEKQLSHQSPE
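Assay system: isolated STEP enzyme / Timing: 20 min at room temperature, dark / Doses: 20 µM, 1% DMSO / Technique: fluorescence intensity, excitation 480 nm, emission 540 nm / Reagent: fluorogenic phosphatase substrate OMFP at 25 µM final / Measure: percent inhibition scaled to no-enzyme and uninhibited-enzyme controls, plate-pattern corrected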
Rin1-Abl PPI inh: inhibitors of human Rin1-Abl protein interaction. P00519+Q13671. TR-FRET Rin1/Abl binding, biochemical. inhibition, % at 7.35 µM. 360,000 tested, 0.4% active; in the data active means inhibition above about 5%, passing the limit was not always enough
NadD block: NadD (S. aureus) enzyme inhibition. purified NadD enzyme, colorimetric absorbance read-out. inhibition, % at 20 µM. 360,000 tested, 0.78% active. AID 602399; in the data active means inhibition above about 26%; further: some compounds past the cut are filed as inactive
Rpn11 block: Rpn11 (human) deubiquitinase inhibition | O00487 | human 26S proteasome, Ub4-pepOG fluorescence polarization; 20S core pre-blocked with epoxomicin | calls only at 20 µM | 360,000 tested, 0.59% active | AID 588493;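 active means inhibition at 20 µM, scaled to each plate's controls, above about 33%, limit read from the data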
CSN inh: CSN deneddylation inhibition; AID 651999; inhibition, % at 12.5 µM; Purified CSN, SCF-Nedd8-OG deneddylation, fluorescence polarization; 360,000 tested, 0.38% active; Q92905;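 active means pattern-corrected inhibition above about 35%, with an unprinted fluorescence ratio check between 0.5 and 1.5, limit read from the data, passing the limit was not always enough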;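 further: 0% = enzyme with substrate and 100% = substrate without enzyme; some results filed as inactive read as strong as hits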
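Assay system: Purified human Csn5 enzyme expressed in HEK293T cells | Amount: Enzyme 0.24 nM | Measured by: Fluorescence polarization readout | Medium: Tris/NaCl/DTT buffer, pH 7.5 | Compound dosing: One concentration, 12.5 µM, 0.25% DMSO | Times: 90 min incubation of compound, enzyme and substrate at room temperature | Control set: no-enzyme wells high, enzyme-with-substrate wells low | Read-out: % inhibition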
Scp1 inh: blocks human Scp-1 phosphatase activity. inhibition, % at 20 µM. AID 493091. Recombinant Scp1, phosphopeptide, malachite green phosphate absorbance. 340,000 tested, 0.88% active. Q9GZU7;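 active means inhibition above about 50% at 20 µM, limit read from the data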;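 further: plate controls were DMSO wells with enzyme for no effect and wells lacking enzyme for full effect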
Target sequence (Q9GZU7 76-261 limits assumed): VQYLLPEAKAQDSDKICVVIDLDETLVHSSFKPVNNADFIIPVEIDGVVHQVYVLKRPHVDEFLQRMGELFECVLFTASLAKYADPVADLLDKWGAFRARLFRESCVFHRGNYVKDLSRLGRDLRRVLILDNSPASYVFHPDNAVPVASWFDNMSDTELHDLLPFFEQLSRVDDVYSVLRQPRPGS
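System: truncated SCP-1 phosphatase (76-261aa); medium: Tris acetate buffer pH 5.5 with MgCl2 and Tween-20; incubation: 45 min room-temperature reaction, 5 min colour, 30 min stabiliser; compound: single 20 µM dose, 1% DMSO; reagent: Phosphorylated 17-residue peptide substrate; read-out: % inhibition at 20 µM; technique: colorimetric free-phosphate detection, absorbance 630 nm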
LMPTP inh: blocks human LMPTP phosphatase. P24666. recombinant LMPTP-A, OMFP fluorogenic substrate, fluorescence intensity. inhibition, % at 20 µM. 360,000 tested, 0.22% active. AID 651560;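 active means compounds that cut the enzyme signal by at least half of the control window in the single-dose screen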;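 further: plate controls were DMSO wells with enzyme plus substrate for no effect and substrate without enzyme for full effect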
Target sequence (P24666 whole entry, looked up): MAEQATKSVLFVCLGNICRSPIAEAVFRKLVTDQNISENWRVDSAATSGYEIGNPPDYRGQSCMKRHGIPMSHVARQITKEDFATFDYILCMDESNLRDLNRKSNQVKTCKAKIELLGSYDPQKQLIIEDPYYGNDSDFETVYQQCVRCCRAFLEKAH
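Buffer or medium: Bis-Tris pH 6.0, DTT, detergent; Assay system: LMPTP-A enzyme; Quantity: 0.625 nM enzyme; Detection: endpoint fluorescence intensity; Times: 50 min dark incubation at room temperature; Controls: substrate-only low control, DMSO enzyme-plus-substrate high control; Doses: single 20 µM dose; Read-out: percent inhibition versus substrate-only and uninhibited controls; Reagent: 400 µM OMFP.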
DNMT1 block: DNMT1 (human) enzyme inhibition | inhibition (reported as % activation of signal), % at 10 µM | P26358 | 360,000 tested, 0.83% active | DNMT1 molecular beacon, Hinp1I cleavage, fluorescence; in the data active means inhibition above about 50%
SUMO1 PPI mod: modulators of human SUMO1-mediated protein-protein interactions; P63165; SUMO1 binding to a labelled peptide, TR-FRET, 1 h; inhibition, % at 20 µM; 360,000 tested, 0.33% active; in the data active means inhibition above about 37%
Target sequence (P63165 whole entry, looked up): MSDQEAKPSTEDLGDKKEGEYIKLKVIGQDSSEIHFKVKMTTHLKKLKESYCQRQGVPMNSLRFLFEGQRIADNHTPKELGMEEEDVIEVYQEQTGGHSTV
* marks the source's active call; other numbers are inactive results.

For COc1ccc(Cl)cc1-c1cc(C(=O)Nc2ccc(Br)cc2)[nH]n1 the results were Neddyl block inactive, STEP inh -6.1, Rin1-Abl PPI inh -0.8, NadD block 4.8, Rpn11 block inactive, CSN inh 7.1, LMPTP inh 4.7, DNMT1 block -6.7 and SUMO1 PPI mod -2.4.
For CCSc1nnc(NC(=O)c2cccc(S(=O)(=O)N(C)c3ccc(C)cc3)c2)s1 the results were Neddyl block active, STEP inh 0.5, Rin1-Abl PPI inh 4.6, NadD block 9.5, Rpn11 block inactive, CSN inh -11.1, Scp1 inh -5.2, LMPTP inh 0.4, DNMT1 block 4.1 and SUMO1 PPI mod 7.8.
For O=C(CCc1nc2ccccc2c(=O)[nH]1)NCCN1C(=O)S/C(=C\c2ccccc2Cl)C1=O the results were Neddyl block inactive, STEP inh 6.0, Rin1-Abl PPI inh 0.6, NadD block -3.6, Rpn11 block inactive, CSN inh -1.4, Scp1 inh 1.6, LMPTP inh -0.6, DNMT1 block -1.9 and SUMO1 PPI mod -29.6.
COc1cc(Br)c(-c2sc(Nc3ccccc3)n[n+]2-c2ccc(F)cc2)cc1OC was read as Neddyl block inactive, STEP inh 0.6, Rin1-Abl PPI inh 2.9, NadD block 3.5, Rpn11 block inactive, CSN inh -3.4, Scp1 inh 3.5, LMPTP inh 0.1, DNMT1 block -1.9 and SUMO1 PPI mod 0.1.
For CCN(CC)c1ccc(NC(=O)c2ccccc2F)cc1 the results were Neddyl block inactive, STEP inh -2.7, Rin1-Abl PPI inh -0.2, NadD block 9.1, Rpn11 block inactive, CSN inh -0.9, Scp1 inh -4.2, LMPTP inh -1.9, DNMT1 block -2.9 and SUMO1 PPI mod -3.7.
Screening COc1cccc(-c2noc(C3CCCN(C(=O)c4ccc(F)cc4F)C3)n2)c1 (stereo not drawn) returned Neddyl block inactive, STEP inh -1.4, Rin1-Abl PPI inh 3.7, NadD block -9.3, Rpn11 block inactive, CSN inh 1.5, Scp1 inh 0.4, LMPTP inh -1.3, DNMT1 block 0.5 and SUMO1 PPI mod 2.2.
For COC(=O)C1=CO[C@@H](O[C@@H]2OC(CO)[C@@H](O)[C@@H](O)[C@@H]2O)C2C1CC[C@]2(C)O (stereo partly drawn) the results were Neddyl block inactive, STEP inh -3.9, Rin1-Abl PPI inh 3.8, NadD block -1.8, Rpn11 block inactive, CSN inh -1.6, Scp1 inh 4.1, LMPTP inh 0.3, DNMT1 block -2.5 and SUMO1 PPI mod 1.0.
CC(=O)Oc1ccc2c(c1)C(=O)c1ccccc1CO2 was read as Neddyl block inactive, STEP inh -4.7, Rin1-Abl PPI inh -1.6, NadD block -3.5, Rpn11 block inactive, CSN inh 3.0, Scp1 inh -9.7, LMPTP inh -1.8, DNMT1 block -11.3 and SUMO1 PPI mod -4.9.
Screening CCCCCCCCN1[C@@H](CC(=O)O)c2cc(F)ccc2S1(=O)=O returned Neddyl block inactive, STEP inh 0.0, Rin1-Abl PPI inh 1.5, NadD block -3.2, Rpn11 block inactive, CSN inh 5.9, Scp1 inh -3.0, LMPTP inh -0.3, DNMT1 block 7.9 and SUMO1 PPI mod 11.3.
`COCCn1c(SCc2nnc(-c3ccc(OC)c(OC)c3)o2)nnc1-c1ccncc1` gave Neddyl block inactive, STEP inh 9.0, Rin1-Abl PPI inh -1.9, NadD block -4.6, Rpn11 block inactive, CSN inh 0.0, Scp1 inh 1.3, LMPTP inh 0.1, DNMT1 block 0.6 and SUMO1 PPI mod -7.3.
Screening CN1C(=O)NC(NC(=O)c2ccco2)(C(F)(F)F)C1=O (stereo not drawn) returned Neddyl block inactive, STEP inh -3.0, Rin1-Abl PPI inh -0.2, NadD block 7.8, Rpn11 block inactive, CSN inh -1.3, Scp1 inh -2.5, LMPTP inh -1.3, DNMT1 block 0.8 and SUMO1 PPI mod 2.2.
For Clc1ccc(-c2nc3ccncc3[nH]2)cc1 the results were Neddyl block inactive, STEP inh 0.4, Rin1-Abl PPI inh -2.5, NadD block -0.9, Rpn11 block inactive, CSN inh -1.4, Scp1 inh -4.4, LMPTP inh 20.9, DNMT1 block 4.9 and SUMO1 PPI mod 3.6.
`O=C(NCc1cccc(Cl)c1)c1ccc(-c2cccnc2)c2ccoc12` gave Neddyl block inactive, STEP inh 1.6, Rin1-Abl PPI inh 1.0, NadD block 1.9, Rpn11 block inactive, CSN inh 3.0, LMPTP inh 2.4, DNMT1 block -3.0 and SUMO1 PPI mod 1.5.
COC(=O)/C(C#N)=C/c1c(N2CCN(c3ccccc3)CC2)nc2ccccn2c1=O was read as Neddyl block inactive, STEP inh 0.3, Rin1-Abl PPI inh 0.5, NadD block 0.4, Rpn11 block inactive, CSN inh 5.4, Scp1 inh -9.1, LMPTP inh 1.5, DNMT1 block -2.6 and SUMO1 PPI mod -24.8.
C[C@H](NC(=O)c1ccccc1Cl)C(=O)OCCOc1ccc(Cl)cc1 was read as Neddyl block inactive, STEP inh -0.1, Rin1-Abl PPI inh 0.1, NadD block -4.5, Rpn11 block inactive, CSN inh 3.4, Scp1 inh -7.4, LMPTP inh 0.1, DNMT1 block -2.3 and SUMO1 PPI mod 3.3.
Cc1ccc(C)c(OC(C)C(=O)Nc2ccc(S(=O)(=O)Nc3nccs3)cc2)c1 (stereo not drawn) was read as Neddyl block inactive, STEP inh -4.5, Rin1-Abl PPI inh -1.6, NadD block 9.5, Rpn11 block inactive, CSN inh -0.3, Scp1 inh -10.3, LMPTP inh -0.2, DNMT1 block -3.9 and SUMO1 PPI mod 8.2.
Cc1cccc(NC(=S)NC(C)CCc2ccccc2)c1 (stereo not drawn) was read as Neddyl block inactive, STEP inh -2.2, Rin1-Abl PPI inh -2.4, NadD block -0.9, Rpn11 block inactive, CSN inh 1.4, Scp1 inh 5.5, LMPTP inh 1.1, DNMT1 block 5.9 and SUMO1 PPI mod 0.0.
Screening CC1CC(=O)NN=C1c1ccc(N)c([N+](=O)[O-])c1 (stereo not drawn) returned Neddyl block inactive, STEP inh -2.1, Rin1-Abl PPI inh -11.9, NadD block -4.2, Rpn11 block inactive, CSN inh -2.8, Scp1 inh 1.3, LMPTP inh -0.5, DNMT1 block 0.1 and SUMO1 PPI mod -15.7.
COC(=O)c1ccc(NC(=O)C2CC3CCC2C3)cc1 (stereo not drawn) was read as Neddyl block inactive, STEP inh -0.9, Rin1-Abl PPI inh 2.3, NadD block -8.0, Rpn11 block inactive, CSN inh -0.2, Scp1 inh -14.1, LMPTP inh -1.9, DNMT1 block 6.5 and SUMO1 PPI mod 0.6.
Screening COc1ccc(NC(=O)c2ccc3c(c2)C(=O)N(Cc2ccncc2)C3=O)cc1S(N)(=O)=O returned Neddyl block inactive, STEP inh 0.8, Rin1-Abl PPI inh 2.5, NadD block 0.8, Rpn11 block inactive, CSN inh -1.4, Scp1 inh 2.6, LMPTP inh 1.5, DNMT1 block 1.9 and SUMO1 PPI mod 8.5.
Screening Cc1ccc(C(=O)OCCN(C)Cc2ccccc2)cc1 returned Neddyl block inactive, STEP inh -2.9, Rin1-Abl PPI inh 1.2, NadD block -0.3, Rpn11 block inactive, CSN inh -0.1, Scp1 inh -2.8, LMPTP inh 1.2, DNMT1 block 1.8 and SUMO1 PPI mod -0.6.
Screening CCCCN(C(=O)CC1OC(=O)c2ccccc21)c1c(N)n(CCCC)c(=O)[nH]c1=O (stereo not drawn) returned Neddyl block inactive, STEP inh -1.9, Rin1-Abl PPI inh -1.9, NadD block 1.0, Rpn11 block inactive, CSN inh -2.7, Scp1 inh 4.4, LMPTP inh -1.2, DNMT1 block -1.4 and SUMO1 PPI mod 2.7.
`O=c1c2ccccc2c(C=NC2CCS(=O)(=O)C2)c(O)n1-c1ccccc1` (stereo not drawn) gave Neddyl block inactive, STEP inh 2.3, Rin1-Abl PPI inh 1.3, NadD block 3.4, Rpn11 block inactive, CSN inh 1.2, Scp1 inh -4.3, LMPTP inh -1.9, DNMT1 block -2.9 and SUMO1 PPI mod -12.2.
Screening Cc1cccc(-c2noc(CN(C(=O)c3ccc4c(c3)OCO4)C(C)C)n2)c1 returned Neddyl block inactive, STEP inh 3.5, Rin1-Abl PPI inh -1.9, NadD block 1.4, Rpn11 block inactive, CSN inh 0.5, Scp1 inh -11.9, LMPTP inh 0.5, DNMT1 block -0.4 and SUMO1 PPI mod -0.3.
`COc1ccc(CN2CCN(C(=O)c3ccc(S(=O)(=O)N4CCCCCC4)cc3)CC2)cc1` gave Neddyl block inactive, STEP inh 3.0, Rin1-Abl PPI inh -0.3, NadD block 3.2, Rpn11 block inactive, CSN inh -3.0, Scp1 inh 5.1, LMPTP inh 1.0, DNMT1 block 0.5 and SUMO1 PPI mod -0.8.
For N#Cc1cccc(N2[C@@H](Cc3cc4ccccc4n3Cc3ccccc3)COC[C@H]2Cc2ccc3ccccc3c2)c1 the results were Neddyl block inactive, STEP inh 0.9, Rin1-Abl PPI inh -2.6, NadD block 26.1, Rpn11 block inactive, CSN inh 2.8, LMPTP inh -0.1, DNMT1 block 8.4 and SUMO1 PPI mod -0.7.
Screening O=C(/C(=C/c1cccnc1)n1ccnc1)c1ccc(Cl)cc1Cl returned Neddyl block inactive, STEP inh -1.7, Rin1-Abl PPI inh 0.2, NadD block 5.2, Rpn11 block inactive, CSN inh -1.3, Scp1 inh -2.2, LMPTP inh 0.3, DNMT1 block 1.8 and SUMO1 PPI mod 4.5.
`Cc1cc(C(=O)N/N=C/c2c(C)nn(-c3ccccc3)c2C)c(C)o1` gave Neddyl block inactive, STEP inh -0.5, Rin1-Abl PPI inh 0.2, NadD block 5.2, Rpn11 block inactive, CSN inh 6.8, Scp1 inh 2.3, LMPTP inh 1.4, DNMT1 block -3.9 and SUMO1 PPI mod 1.5.
Screening COc1cc2ccccc2cc1C(=O)N(CCN(C)C)c1nc2c(F)cccc2s1 returned Neddyl block inactive, STEP inh 2.0, Rin1-Abl PPI inh -0.7, NadD block 0.1, Rpn11 block inactive, CSN inh 6.6, Scp1 inh 1.8, LMPTP inh 0.2, DNMT1 block 0.4 and SUMO1 PPI mod 1.7.
`CC(C)Cc1nc2ccccc2n1CCc1ccccc1` gave Neddyl block inactive, STEP inh -3.2, Rin1-Abl PPI inh 2.9, NadD block -2.1, Rpn11 block inactive, CSN inh -0.4, Scp1 inh -3.1, LMPTP inh 3.6, DNMT1 block -2.3 and SUMO1 PPI mod 1.3.

Rows were taken by chance, and some 3.8% of all compounds hit somewhere here.
